High-throughput results deposited in PubChem by National Center for Advancing Translational Sciences (NCATS).
Epigenetic reg: regulators of epigenetic silencing causing reporter derepression in mouse cells | murine LDR cells, GFP reporter derepression, 30 h | Potency, µM (top dose mostly 53.9 µM), for inactives: at the highest dose GFP activation, hits mostly activators | actives 0.2% (n = 280,000) | AID 1865; active means well fitted activation curve with a large enough effect; inconclusive means small, poorly fitted or top-dose-only effect; further: % of control where 0% means no effect; nearly all actives have a fitted effect of over 60% in size
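Derepression of a silenced CMV-GFP reporter in murine LDR cells is scored by enumerating GFP-positive cells with a laser-scanning microplate cytometer after 30 hours of treatment at 37 C.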
LMNA splice mod: changes lamin A minigene splicing in HeLa cells; HeLa LMNA splicing GFP/RFP minigene ratio, 48 h; Potency, µM (titrated, usually from 46.1 µM), for the others: at the top dose ratio change, negative = inhibition, actives largely listed as inhibitors; actives 0.01% (n = 200,000); AID 1487; active means well fitted inhibition curve with a large enough effect in the signal ratio, with a control signal flat, not every such curve was filed as active; inconclusive means small, poorly fitted or top-dose-only effect, or effect the other way, or a change in a side signal; the % refers to the signal ratio; further: on the % scale 0 is the no-effect control and ±100 the full control effect
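S3 HeLa stable clones carrying a lamin A-EGFP splicing minigene plus DsRed2 were seeded at 600 cells/well in Opti-MEM with 2% FBS, pin-dosed and incubated 48 h at 37°C. Acumen cytometry (488 nm) gave the GFP/RFP total-intensity ratio.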
An asterisk follows results filed as active; ? = inconclusive; [ ] = remark or other dose. Potency means the concentration at half of the fitted maximal effect.

Compound | Epigenetic reg | LMNA splice mod
O=C(CC1N=C2c3ccccc3N=C(SCc3ccc(Cl)cc3)N2C1=O)NCc1cccs1 (stereo not given) | -1.3% | -25.9%[46 µM]
CCC(=O)N1CCc2cc(CNC(=O)Cc3ccc(F)cc3)ccc21 | -0.5% | ?
COc1ccc(OC)c(NC(=O)c2c(NCc3ccc(N(C)C)cc3)sc3c2CCCC3)c1 | 0.0% | -25.2%[46 µM]
O=C(CSC1=Nc2ccccc2C2=NC(CC(=O)NC3CCCCC3)C(=O)N12)Nc1ccc(F)cc1 (stereo not given) | -0.2% | ?
Cc1nc(N2CCOCC2)c2c(C(=O)N3CCN(c4ccccc4F)CC3)c(C)oc2n1 | -1.3% | 6.7%[46 µM]
COc1ccccc1NC(=O)CSC1=Nc2ccccc2C2=NC(CC(=O)NCc3ccco3)C(=O)N12 (stereo not given) | -1.3% | -3.5%[46 µM]
Cc1nc2ccccn2c(=O)c1NC(=O)c1ccc(C(F)(F)F)cc1 | -6.6% | -2.4%[46 µM]
CCc1cccc(NC(=O)Nc2cn(C)c(=O)c3ccccc23)c1 | -1.2% | -11.7%[46 µM]
COC(=O)c1ccc(NC(=O)CN(C)S(=O)(=O)c2ccc3c(c2)CCCC(=O)N3)cc1 | -1.3% | -3.7%[46 µM]
COc1ccccc1CNC(=O)c1ccc2c(c1)sc1nc(-c3ccc(F)cc3)cn12 | 0.0% | 18.6%[46 µM]
CCOc1ccc(C(=O)Nc2ccccc2C(=O)OCc2cc(=O)n3nc(C4CC4)sc3n2)cc1 | 4.1% | -3.2%[46 µM]
Cc1ccc(NC(=O)CC2Sc3ccc(C(F)(F)F)cc3NC2=O)cc1 (stereo not given) | 0.2% | ?
CNC(=O)c1ccc2c(c1)N(Cc1ccccc1Cl)C(=O)c1ccccc1S2 | 0.8% | ?
CCCN(CCC)C(=O)CSc1nc2ccccc2c(=O)n1Cc1ccco1 | -0.5% | 8.5%[46 µM]
CCc1cccc(C)c1NC(=O)c1cnn(-c2ccc(OC)cc2)c1C1CCN(C(=O)OC(C)(C)C)CC1 | -1.3% | -0.8%[46 µM]
CN(Cc1ccccc1)S(=O)(=O)c1ccc(-c2cnc(C3CC3)o2)cc1 | -2.1% | 4.1%[46 µM]
COc1cc(C)ccc1OCCSc1nc2ccc(NC(=O)c3ccccc3F)cc2s1 | 4.8% | 16.8%[46 µM]
COc1cccc(N2CCN(C(=O)c3ccc(NC(=O)c4nsc5ccccc45)cc3)CC2)c1 | 0.1% | -1.0%[46 µM]
COC(=O)C1=C(C)NC(=O)C1(NC(=O)c1ccc(Cl)cc1)C(F)(F)F (stereo not given) | 2.7% | 5.6%[46 µM]
COc1cccc2c1Oc1ncccc1N(C(=O)CCC(=O)NC(C)C)C2 | -1.3% | ?
O=C(NCCc1ccc(Cl)cc1)c1ccc2c(c1)N(Cc1ccccc1)C(=O)CS2 | 1.6% | ?
CCCOC(=O)CSc1nnc(-c2ccccc2)o1 | 0.0% | ?
COc1ccc(C)cc1NC(=O)c1c(C)oc2ncn(CC(C)C)c(=O)c12 | -1.3% | -10.0%[46 µM]
O=C(COc1ccccc1)N(Cc1cccnc1)c1nc2ccc(Cl)cc2s1 | ? | ?
COc1ccccc1N1CCN(C(CNC(=O)C(=O)NCc2ccc(F)cc2)c2cccnc2)CC1 (stereo not given) | 4.2% | -10.3%[46 µM]
COc1cccc(Cn2c(=O)cc(C)c3c(C)nn(-c4ccc(C)cc4)c32)c1 | 7.4% | -18.3%[46 µM]
O=C(C1CC1)N1CCN(c2nc3c(Cl)cccc3s2)CC1 | 11.1% | 2.9%[46 µM]
CCc1ccc(CN(Cc2ccco2)c2cnc(S(C)(=O)=O)nc2C(=O)Nc2ccccc2Cl)cc1 | -3.2% | ?
O=C(COc1ccc(F)cc1)Nc1nnc(S(=O)(=O)N2CCc3ccccc32)s1 | 0.0% | -17.1%[46 µM]
COc1ccc(N2CCN(C(CNC(=O)C(=O)NCc3ccc(F)cc3)c3cccnc3)CC2)cc1 (stereo not given) | 1.4% | -24.7%[46 µM]
COc1ccc(-c2nc3ccccc3o2)cc1NC(=O)COc1ccc(C)c(C)c1 | 1.1% | ?
O=S1(=O)c2ccccc2N(Cc2ccc(F)cc2)c2ccccc21 | 0.8% | ?
CN1CCN(C(=O)C(=O)Nc2c3c(nn2-c2ccc(F)cc2)CSC3)CC1 | 2.8% | ?
O=c1oc2ccc(Br)cc2cc1-c1csc(-c2ccc(Cl)cc2)n1 | -1.3% | 25.0%[46 µM]
CSc1ccc(CC2C(=O)Nc3ccccc32)cc1 (stereo not given) | -0.8% | 7.7%[46 µM]
Cn1nnnc1SCCCNCc1ccccc1OCc1ccc(Cl)cc1 | -1.6% | -13.9%[46 µM]
CCOC(=O)c1noc2ncnc(Nc3ccc(C)c(F)c3)c12 | 8.8% | ?
CCOc1ccc(CCNC(=O)CN2N=C(c3ccccc3)CCC2=O)cc1OCC | 0.4% | ?
CCc1ccc(N2CCn3c2nc2c3c(=O)n(CCCc3ccccc3)c(=O)n2C)cc1 | 1.4% | 18.9%[46 µM]
CCOC(=O)c1c(C)oc2nc(C)nc(Nc3cc(C)ccc3OC)c12 | 0.0% | 2.2%[46 µM]
COc1ccc(NC(=O)C2CCCN2S(=O)(=O)c2ccc3nc(-c4ccccc4)[nH]c3c2)cc1 (stereo not given) | 1.4% | 3.3%[46 µM]
CCC(=O)N1c2ccccc2CC1C(=O)NCCc1ccc(OC)c(OC)c1 (stereo not given) | 1.3% | 0.8%[46 µM]
O=C(NCC(c1ccco1)S(=O)(=O)c1cccs1)c1c(F)cccc1F (stereo not given) | -0.4% | -3.6%[46 µM]
CC(=O)Nc1cccc(-c2cn3cccnc3n2)c1 | 0.0% | 20.2%[46 µM]
CCc1ccccc1NC(=O)N1CC(C)Sc2ccccc21 (stereo not given) | -0.4% | -6.6%[46 µM]
O=C(CC1N=C2c3ccccc3N=C(SCc3ccc(F)cc3)N2C1=O)NCc1cccs1 (stereo not given) | 0.0% | -4.0%[46 µM]
CCc1ccccc1Nc1ncnc2c1nc1n2CCCC1 | 1.1% | 1.6%[46 µM]
COc1cccc(NC(=O)c2cc(CN3CCOCC3)on2)c1 | 2.9% | -12.7%[46 µM]

In a second layout: entries from further up
CCC(=O)N1c2ccccc2CC1C(=O)NCCc1ccc(OC)c(OC)c1 (stereo not given)
  Epigenetic reg: 1.3% | LMNA splice mod: 0.8%[46 µM]

O=C(NCC(c1ccco1)S(=O)(=O)c1cccs1)c1c(F)cccc1F (stereo not given)
  Epigenetic reg: -0.4% | LMNA splice mod: -3.6%[46 µM]

CC(=O)Nc1cccc(-c2cn3cccnc3n2)c1
  Epigenetic reg: 0.0% | LMNA splice mod: 20.2%[46 µM]

CCc1ccccc1NC(=O)N1CC(C)Sc2ccccc21 (stereo not given)
  Epigenetic reg: -0.4% | LMNA splice mod: -6.6%[46 µM]

The list goes on:
Compound | Epigenetic reg | LMNA splice mod
CCOC(=O)c1cc(-c2ccccc2)n(CCC(=O)Nc2nc3c(C)cccc3s2)c1C | -1.1% | ?
O=S(=O)(NCCS(=O)(=O)N1CCN(c2ccccc2)CC1)c1ccc(Br)cc1 | 3.4% | -0.3%[46 µM]
Cc1ccc(C)c2sc(N3CCN(C(=O)C(C)(C)C)CC3)nc12 | -2.9% | ?
CC1CCN(CC2CCN(C(=O)NCc3ccccc3)CC2)CC1 | 0.0% | -1.1%[46 µM]
COC(=O)c1ccccc1NC(=O)c1cc2cc(C)ccc2n1C | -3.2% | ?
CCc1ccc(NS(=O)(=O)c2c(-c3ccccc3)csc2C(=O)OC)cc1 | 0.8% | ?
CCC(=O)Nc1nnc(SCc2cc(=O)c3cc(C)ccc3[nH]2)s1 | -4.8% | ?
Cc1ccc(-c2nnc(Nc3cccc(Br)c3)c3ccccc23)cc1S(=O)(=O)N1CCN(C)CC1 | 0.0% | -9.5%[46 µM]
COC(=O)c1sccc1S(=O)(=O)N(CC(=O)NCc1ccccc1)c1ccccc1 | 2.3% | ?
O=C1CSC2(C(=O)N(Cc3ccccc3)c3ccccc32)N1c1ccc(Cl)cc1 (stereo not given) | 3.0% | -7.6%[46 µM]
CCOCCCNC(=O)CN1C(=O)CCn2nc(-c3cccn3C)cc21 | -1.7% | -5.6%[46 µM]
Cc1cccc(-n2ccnc2SCC(=O)Nc2cccc3ccccc23)c1 | 0.0% | ?
CCCc1cc(=O)[nH]c2nnc(SCC)n12 | 2.7% | 8.6%[46 µM]
COCCNC(=O)c1ccc(Cn2c(SCC(=O)NC(C)C)nc3ccccc3c2=O)cc1 | 1.1% | -5.8%[46 µM]
COc1ccc(OC)c(NC(=O)CSc2ccnc(=O)[nH]2)c1 | 6.9% | ?
CCOCCCNC(=O)c1ccc(-n2c(-c3ccccc3)cc3c2CCC(C)C3)cc1 (stereo not given) | 0.8% | ?
COc1ccc(CCNC(=O)c2ccc3c(c2)N(Cc2ccc(F)cc2)C(=O)CS3)cc1OC | 5.3% | -3.5%[46 µM]
CCN(C(=O)C1CCN(S(=O)(=O)c2ccc3c(c2)CCCN3C(=O)C2CCC2)CC1)c1cccc(C)c1 | 0.8% | ?
Cc1ccc(-n2ncc(C(=O)NCCCN3CCN(C)CC3)c2C2CCN(C(=O)OC(C)(C)C)CC2)cc1 | -1.3% | -14.2%[46 µM]
CC(=O)N1CCCc2cc(S(=O)(=O)N3CCC(C(=O)NC4CCC(C)CC4)CC3)ccc21 (stereo not given) | 0.0% | -11.9%[46 µM]
CC(C)(C)OC(=O)N1CCC(c2c(C(=O)NCCN3CCOCC3)cnn2-c2cccc(F)c2)CC1 | -3.2% | ?
COc1ccc(C2=C(C)C(N3CCC(C(=O)Nc4ccccc4F)CC3)=NS2(=O)=O)cc1 | ? | ?
Cc1nn2c(=O)cc(COC(=O)c3ccc(NC(=O)CCc4ccccc4)cc3)nc2s1 | -3.4% | ?
COc1cc(OC)c(NS(=O)(=O)c2ccc3c(c2)NC(=O)CCS3)cc1Cl | -1.3% | ?
CC(=O)c1ccc(NC(=O)Cn2c(=O)nc(-c3ccccc3)c3cc(Cl)ccc32)cc1 | -3.5% | -17.1%[46 µM]
Cc1c(Cl)cccc1NC(=O)C1CCN(c2nc3ccccc3[nH]2)CC1 | -0.5% | ?
CCCC(=O)N1CCN(c2nc3ccc(F)cc3s2)CC1 | 2.2% | 14.5%[46 µM]
O=C(CN1C=NS(=O)(=O)c2ccccc21)Nc1ccc(F)cc1 | -1.3% | -0.6%[46 µM]
Cc1ccc(C(=O)Nc2ccc3nc(SCC(=O)N4CCCc5ccccc54)sc3c2)cc1 | 0.8% | ?
O=c1ccc2cc(S(=O)(=O)NCc3ccc(Br)cc3)ccc2[nH]1 | 0.0% | -15.1%[46 µM]
O=C(c1ccccc1)N1CCc2cc(CNS(=O)(=O)c3ccccc3Cl)ccc21 | 0.8% | -5.5%[46 µM]
COc1cc(OC)cc(C(=O)NCCc2csc3nc(-c4ccccc4F)nn23)c1 | -1.7% | -12.9%[46 µM]
CC(=O)Nc1ccc(NS(=O)(=O)c2ccc3[nH]c4c(c3c2)CCCCC4)cc1 | -0.2% | -14.0%[46 µM]
COc1ccc(S(=O)(=O)NCC(c2cccs2)S(=O)(=O)c2ccc(C)cc2)cc1F (stereo not given) | 0.6% | ?
O=C(COc1cccc(Cl)c1)N1CCC(c2nc3ccccc3s2)CC1 | 0.8% | 12.9%[46 µM]
COc1cccc(NC(=O)c2oc3ccc(S(=O)(=O)N4CCC5(CC4)OCCO5)cc3c2C)c1 | -0.8% | ?
Cc1nn(CC(=O)Nc2ccccc2F)c(=O)c2c(C)n(-c3ccc(Cl)cc3)nc12 | 4.8% | -10.7%[46 µM]
CCOc1ccc(NC(=O)c2ccc(F)c(S(=O)(=O)N(Cc3ccc(C(=O)OC)cc3)Cc3ccc(OC)c(OC)c3)c2)cc1 | 1.8% | 7.1%[46 µM]
COc1ccc(C(=O)Nc2ccccc2C(=O)OCc2cc(=O)n3c4c(sc3n2)CCCC4)cc1 | 5.4% | ?
CCOC(=O)c1ccccc1NC(=O)CSc1cc(C)[nH]c(=O)n1 | 0.8% | ?
CCOc1ccc(CCNC(=O)c2cc3n(n2)CCCN(Cc2ccc(C)cc2)C3=O)cc1OCC | 16.1% | ?
CN1CCN(C(CNC(=O)C(=O)Nc2ccc(F)cc2F)c2ccc3c(c2)OCO3)CC1 (stereo not given) | 0.0% | 4.1%[46 µM]
O=C(Nc1nc(-c2ccc(Br)cc2)ns1)c1ccccc1F | 5.7% | -1.7%[46 µM]
CCCCN(CC)C(=O)CCCn1c(=O)c2cccn2c2ccccc21 | 0.0% | 20.0%[46 µM]
COc1cc(OC)c(OC)cc1/C=C/c1nc2cc3ccccc3cc2c(=O)n1-c1ccccc1Br | 5.9% | -12.0%[46 µM]
CCCNC(=O)N1CCCN(S(=O)(=O)c2ccc3c(ccn3CC)c2)CC1 | 6.8% | 8.6%[46 µM]
CCOC(=O)c1ccc2c(c1)N(Cc1ccccc1)C(=O)c1ccccc1S2 | 3.6% | ?
CCOc1cc(CNC(=O)c2ccc3c(c2)NC(=O)C2CCCCN32)cc(OCC)c1OCC (stereo not given) | -1.7% | 1.6%[46 µM]

The list is partial; rates above refer to the full screens.
